AHR activator: AHR activators, primary screen, cell-based, luminescence, luciferase reporter, human. Aryl hydrocarbon receptor (Homo sapiens), P35869. AHR-responsive luciferase reporter cells. activation, % at 5 µM. 320,000 compounds, 2.5% hits; in the data active = activation above about 47%;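 also: 0% = vehicle wells and 100% = reference agonist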
Yeast superoxide: reduction of superoxide in aged yeast, primary screen, HTS | 330,000 compounds, 0.18% hits | AID 2690, 2010 | superoxide response (% of plate mean), % at 10 µM | S. cerevisiae aged cells, superoxide DHE fluorescence; stronger effect = lower value;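 active = superoxide response under a set limit, about three screen SD below normal, cut at about 65% in these data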;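 also: yeast aged for seven days with compound at 30 °C before DHE staining; 100% = average MFI of all compound-treated wells on the plate with controls excluded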
procasp3 activ: activators of human procaspase-3 D3A mutant, primary screen, biochemical, absorbance, PC-3 D3A mutant, single concentration | activation, % at 8.5 µM | Caspase-3 (Homo sapiens), P42574 | 330,000 compounds, 0.11% hits | recombinant procaspase-3 D3A, Ac-DEVD-pNA absorbance 405 nm;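 active = activation above the mean of all tested compounds plus 3 SD, cut at about 21% in these data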;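 also: 0% = DMSO alone and 100% = DMSO wells spiked with extra 5 µM PC-3 D3A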
Target sequence (P42574 whole entry D9A/D28A/D175A): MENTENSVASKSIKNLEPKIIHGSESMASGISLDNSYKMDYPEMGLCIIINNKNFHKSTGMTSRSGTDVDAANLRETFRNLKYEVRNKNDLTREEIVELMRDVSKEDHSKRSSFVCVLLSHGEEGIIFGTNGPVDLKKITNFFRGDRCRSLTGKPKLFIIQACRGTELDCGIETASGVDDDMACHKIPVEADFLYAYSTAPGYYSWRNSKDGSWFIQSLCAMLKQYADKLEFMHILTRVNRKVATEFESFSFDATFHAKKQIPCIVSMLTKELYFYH
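Assay system – Procaspase-3 D3A mutant, all three cleavage aspartates alanine · Controls – DMSO-only low control, 5 µM PC-3 D3A high control · Schedule – 1 h compound preincubation, 2 h substrate hydrolysis at 25 °C · Signal – 405 nm absorbance of p-nitroaniline, reads at 0 and 120 min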
procasp7 counter: procaspase-7 activators, primary screen, counter-screen for procaspase-3 activator project, biochemical, absorbance, HTS, human; activation, % at 8.5 µM; 330,000 compounds, 0.093% hits; recombinant procaspase-7, Ac-DEVD-pNA absorbance 405 nm; D23A/D198A/D206A triple mutant, cannot self-cleave; scale: DMSO 0, 5 µM enzyme 100;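 active = percent activation above the screen-wide mean plus 3 SD, cut at about 25% in these data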
Target sequence (P55210 whole entry D23A/D198A/D206A): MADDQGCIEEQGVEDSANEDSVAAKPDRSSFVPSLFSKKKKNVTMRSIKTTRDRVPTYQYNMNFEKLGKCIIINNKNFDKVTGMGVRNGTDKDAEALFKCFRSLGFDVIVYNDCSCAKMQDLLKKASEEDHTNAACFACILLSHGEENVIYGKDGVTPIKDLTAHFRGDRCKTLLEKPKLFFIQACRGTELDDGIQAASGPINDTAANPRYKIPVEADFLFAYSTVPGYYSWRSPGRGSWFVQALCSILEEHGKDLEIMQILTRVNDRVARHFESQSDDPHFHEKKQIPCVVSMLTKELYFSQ
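Assay system: Uncleavable procaspase-7 mutant enzyme / Input: 2 µM procaspase-7 mutant as dispensed / Dosing: single nominal 8.5 µM compound dose, 0.8% DMSO final / Timing: 1 h enzyme–compound preincubation and 2 h substrate reaction, both 25 °C / Detection: p-Nitroaniline absorbance at 405 nm, read at 0 and 120 min / Replication: singlicate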
GASC-1 inh: inhibitors of GASC-1 histone demethylase, primary screen, biochemical, fluorescence, DELFIA europium. 330,000 compounds, 0.069% hits. AID 2099, 2009. Lysine-specific demethylase 4C (Homo sapiens), Q9H3R0. inhibition, % at 2.35 µM. GST-JMJD2C(1-420) H3K9me3 demethylation;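 active = more than half of a compound's replicate wells show inhibition beyond 50%, single wells judged on their own value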;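 also: signal counts dimethyl H3K9 product captured on neutravidin plate; 0% = median of DMSO wells and 100% = 0.3 times that DMSO median; strong numbers were not always called active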
Target sequence (Q9H3R0 1-420 limits assumed): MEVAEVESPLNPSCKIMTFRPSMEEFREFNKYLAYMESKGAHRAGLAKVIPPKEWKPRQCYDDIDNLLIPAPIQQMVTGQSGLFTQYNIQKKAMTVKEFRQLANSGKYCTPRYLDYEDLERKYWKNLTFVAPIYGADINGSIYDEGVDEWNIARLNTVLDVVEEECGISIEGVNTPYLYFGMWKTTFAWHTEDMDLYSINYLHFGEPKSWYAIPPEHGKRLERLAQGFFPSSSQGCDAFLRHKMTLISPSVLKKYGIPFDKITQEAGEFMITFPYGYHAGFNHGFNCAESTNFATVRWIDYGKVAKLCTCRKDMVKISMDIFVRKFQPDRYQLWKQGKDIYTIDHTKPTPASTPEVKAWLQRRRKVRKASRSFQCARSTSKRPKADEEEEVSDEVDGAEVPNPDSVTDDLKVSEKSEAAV
LAP4 TOR yeast: modulators of LAP4-GFP expression in yeast, primary screen, S. cerevisiae, multiplex flow cytometry, MLPCN library; 3 h; median GFP as percent of DMSO wells; 320,000 compounds, 0.34% hits; GFP response vs DMSO, % at 10 µM;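 active = GFP response vs DMSO above a set limit, about the screen mean plus 3 SD, cut at about 150% in these data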
RPL19A-GFP yeast: RPL19A-GFP expression modulators in yeast, primary screen, cell-based, S. cerevisiae, multiplex flow cytometry, MLPCN; S. cerevisiae RPL19A-GFP strain, 3 h; stronger effect = lower value; percent response vs DMSO, % at 10 µM; 330,000 compounds, 0.3% hits;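 active = percent response vs DMSO below 50%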;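 also: median channel GFP fluorescence of the barcoded RPL19A-GFP strain; ratio of sample median GFP to plate DMSO average so 100% = DMSO; lower means less RPL19A-GFP as with rapamycin TOR inhibition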
MEP2-GFP yeast: modulators of MEP2-GFP levels in yeast, primary screen, S. cerevisiae, multiplex flow cytometry, MLPCN library. S. cerevisiae MEP2-GFP strain, 3 h; 100% = DMSO control level. 330,000 compounds, 0.51% hits. GFP response vs DMSO, % at 10 µM. AID 2016, 2009;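 active = GFP response versus DMSO above a set limit, roughly screen mean plus 3 SD, cut at about 180% in these data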;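 also: median GFP fluorescence of the barcode-gated MEP2-GFP cells per well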
* marks the source's active call; other numbers are inactive results; . = no result given; & = joins results of further samples; [ ] = another dose, or the depositor's remark.

SMILES | AHR activator | Yeast superoxide | procasp3 activ | procasp7 counter | GASC-1 inh | LAP4 TOR yeast | RPL19A-GFP yeast | MEP2-GFP yeast
COc1ccc(C(C(=O)NC(C)C)N(C(=O)CCC(=O)Nc2nccs2)c2ccccc2F)cc1 (stereo not drawn) | 0 | 115 | -4 | -1 | 0 | 101 | 96 | 101
COc1ccc(CN(C(=O)c2oc3ccccc3c2C)C2CCS(=O)(=O)C2)cc1 (stereo not drawn) | 7 | 108 | 10 | -3 | -3 | 98 | 96 | 103
CCN1CCN(C(=O)CCc2ccc(S(=O)(=O)NCCc3ccccc3)cc2)CC1 | 3 | 108 | -2 | 5 | 10 | 103 | 101 | 105
COc1cccc(C(=O)N(Cc2ccc3c(c2)OCO3)Cc2nc3ccccc3c(=O)[nH]2)c1 | 27 | 89 | -5 | 12 | 27 | 93 | 104 | 97
CCN/C=C(\C#N)S(=O)(=O)c1ccc(Br)cc1 | -1 | 102 | 5 | 4 | -14 | 102 | 95 | 98
CC(OC(=O)CNC(=O)c1ccc2c(c1)OCO2)C(=O)NCCC1=CCCCC1 (stereo not drawn) | -3 | 99 | 2 | -3 | -3 | 96 | 96 | 103
CN(C)Cc1ccc(CNC(=O)c2ccc(Cl)c(S(=O)(=O)NC3CC3)c2)cc1 | -2 | 110 | -2 | 3 | -7 | 100 | 100 | 101
O=[N+]([O-])c1nn(-c2ccc3c(c2)OCCO3)n(O)c1=Nc1ccccc1 | 11 | 90 | -2 | -2 | 9 | 120 | 95 | 96
CCCCCC(=O)Nc1ccc2oc(-c3cccnc3)nc2c1 | -10 | 85 | -10 | 3 | -3&-4 | 112 | 101 | 102
CC(C)(C)N(Cc1ccccc1)C(=O)COC(=O)c1ccc(N2CCCC2=O)cc1 | 0 | 94 | -1 | 4 | -13 | 101 | 97 | 100
CN(C)c1ccc(C=C2C(=O)OC3(CCCC3)OC2=O)cc1 | 0 | 102 | -1 | 3 | 11 | 94 | 95 | 97
CCOC(=O)CNC(=O)CSc1ncnc2c1cnn2-c1ccccc1 | 0 | 138 | 10 | -2 | 10 | 109 | 101 | 94

A few values from the results shown.
`CC(C)(C)N(Cc1ccccc1)C(=O)COC(=O)c1ccc(N2CCCC2=O)cc1` | LAP4 TOR yeast = 101
`CN(C)Cc1ccc(CNC(=O)c2ccc(Cl)c(S(=O)(=O)NC3CC3)c2)cc1` | RPL19A-GFP yeast = 100
`CCN1CCN(C(=O)CCc2ccc(S(=O)(=O)NCCc3ccccc3)cc2)CC1` | RPL19A-GFP yeast = 101

More entries
SMILES | AHR activator | Yeast superoxide | procasp3 activ | procasp7 counter | GASC-1 inh | LAP4 TOR yeast | RPL19A-GFP yeast | MEP2-GFP yeast
O=C1CCC(C(=O)N2CCCC2)CN1CCc1cccc(F)c1 (stereo not drawn) | 1 | 113 | 5 | 4 | 3 | 114 | 96 | 100
COC(=O)N/N=C/c1cn(Cc2ccccc2F)c2ccccc12 | 58* | 95 | -3 | -6 | -6 | 104 | 99 | 98
C=CCN1C(=O)c2ccc(C(=O)N(C)CC(=O)Nc3cccc(F)c3)cc2C1=O | 10 | 91 | -8 | -5 | -32 | 77 | 80 | 92
COc1ccccc1N(C(=O)CNC(=O)c1ccco1)C(C(=O)NC1CCCC1)c1ccco1 (stereo not drawn) | 2 | 94 | 5 | -9 | -1 | 93 | 100 | 104
Cc1ccc(/C=N/Nc2ncc(Cl)cc2Cl)s1 | 16 | 94 | -7 | 9 | 30 | 298* | 81 | 118
COc1ccc(CNC(=O)CCSc2nc(-c3ccc4c(c3)OCO4)cc(C(F)(F)F)n2)cc1 | 2 | 97 | -7 | 1 | -19 | 93 | 102 | 97
COC(=O)C1=C(C)N(Cc2ccccc2)C(=NCc2ccccc2)N[C@H]1c1ccccc1 | -2 | 95 | 4 | -2 | -3 | 83 | 107 | 95
O=C(OCCCc1cc2ccccc2c(=O)o1)N1CCOCC1 | 0 | 96 | 0 | 0 | -2 | 94 | 94 | 97
CCCc1cc(=O)[nH]c2nnc(SCC(=O)N3CC(C)OC(C)C3)n12 (stereo not drawn) | 0 | 97 | 6 | 2 | -36 | 98 | 88 | 97
COc1ccc(S(=O)(=O)Nc2ccc(F)c(F)c2)cc1C(=O)N1CCOCC1 | -3 | 107 | -5 | 0 | -9 | 101 | 108 | 110
Cc1ccc(-n2c(SCc3nnc4n3CCC4)nnc2-c2ccccc2)cc1 | -1 | 92 | 8 | -2 | 0 | 95 | 99 | 100
COC(=O)CCSCC(=O)Nc1cc(C)on1 | 1 | 96 | 8 | 0 | -1 | 107 | 104 | 104
Cc1cc(C(=O)N2CCCC(N3CCN(c4cccc(C(F)(F)F)c4)CC3)C2)nn1C (stereo not drawn) | 0 | 96 | 3 | -2 | 8 | 88 | 95 | 102
Brc1ccc(-c2ccccc2)cc1 | -1 | 118 | 8 | 9 | 12 | 103 | 94 | 89
O=C(O)C1CCCN1C1=NS(=O)(=O)c2ccccc21 (stereo not drawn) | 1 | 112 | -1 | 8 | 4 | 90 | 101 | 100
CCc1ccc(N(C(=O)CNC(=O)c2ccco2)C(C(=O)NC2CCCC2)c2cccnc2)cc1 (stereo not drawn) | -2 | 103 | -2 | 2 | 7 | 101 | 99 | 99
COC(=O)C1=C(C)N(CC2CC2)C(=NCc2cc(OC)c(OC)c(OC)c2)N[C@H]1c1ccccc1 | 2 | 102 | -6 | -18 | 5 | 108 | 102 | 103
CCCCN(C)Cc1c(C)[nH]c2c(Cl)cccc2c1=O | 5 | 95 | -4 | -6 | 5 | 93 | 97 | 100
COc1cc(C(=S)N2CCOCC2)cc(OC)c1OC(=O)c1cc([N+](=O)[O-])c(C)c([N+](=O)[O-])c1 | 1 | 113 | -3 | 0 | -1 | 96 | 97 | 102
CCCn1nnc(NC(=O)Cc2ccc(Cl)cc2)n1 | 0 | 84 | -2 | 0 | 5&13 | 94 | 96 | 101
O=C1CCCN1CCC1CCN(C2CC(=O)N(c3ccc(Cl)cc3)C2=O)CC1 (stereo not drawn) | -1 | 96 | -23 | -29 | 1 | 109 | 104 | 103
COc1cccc(-c2nc(CS(=O)(=O)CC(=O)Nc3ccccc3Cl)c(C)o2)c1 | -2 | 109 | 10 | -5 | -8 | 86 | 97 | 98
Fc1cccc(Nc2ncnc3[nH]ncc23)c1 | 2 | 92 | 11 | 3 | 4 | 96 | 98 | 98
C/C(=N/OC(=O)c1ccc(F)cc1)c1ccc(C)cc1 | 4 | 100 | -5 | 18 | 8 | 100[may fluoresce violet] | 53[may fluoresce violet] | 327*[may fluoresce violet]
CCc1ccccc1NC(=O)[C@@H]1CCC(=O)N1C1OC(=O)c2ccccc21 (stereo partly drawn) | 0 | 114 | 8 | 2 | 11 | 105 | 96 | 109
CC(C)(C)N(CC#CCC(O)(c1ccccc1)c1ccccc1)CCO | 1 | 88 | -3 | 8 | -13 | 112 | 98 | 102
CC(=O)c1cccc(NC(=O)c2ccc(N(Cc3ccc(C)cc3)S(C)(=O)=O)cc2)c1 | 6 | 81 | -5 | -2 | 0 | 102 | 105 | 101
CCCCc1cc(=O)oc2c(C)c(OCC(=O)N3CCC(C(=O)O)(c4ccccc4)CC3)ccc12 | 18 | 104 | 4 | 3 | . | 92 | 95 | 100
COc1cccc(NC(=O)CSc2nccn2-c2cccc(OC)c2)c1 | 8 | 100 | -2 | -4 | -7 | 97 | 93 | 98
Cc1nccn1CC(O)COc1ccccc1 (stereo not drawn) | 0 | 98 | 0 | -1 | -1 | 96 | 93 | 100
CC(=O)Nc1ccc(S(=O)(=O)NCCS(=O)(=O)N2CCN(c3ccccc3F)CC2)cc1 | 1 | 99 | 7 | 0 | 14 | 91 | 96 | 100
O=S(=O)(NCCCc1ccccc1)c1ccc(Cl)cc1 | 1 | 89 | 1 | -7 | 1 | 82 | 96 | 90
O=C(CSc1n[nH]c(=O)n1-c1ccccc1)N1CCOCC1 | 3 | 102 | -8 | -1 | -8 | 86 | 103 | 103
CCn1c(-c2ccccc2)c(C(=O)O)c2ccccc21 | 3 | 94 | -5 | -9 | 1 | 99 | 105 | 100
O=C(CN(C1CCCCC1)S(=O)(=O)c1ccc(F)cc1)Nc1ccc2c(c1)OCO2 | 27 | 90 | -3 | -17 | -1 | 109 | 102 | 106
C#CCOCCOCCOCCNc1nc(N2CCN(C(=O)[C@H](CCCN=C(N)N)n3cc(C(N)[C@@H](C)CC)nn3)CC2)nc(N2CCN(C(=O)[C@H](CC(N)=O)n3cc([C@@H](N)CC(N)=O)nn3)CC2)n1 (stereo partly drawn) | 0 | 87 | -2 | 11 | 2 | 96 | 101 | 95
O=C(Nc1ccccc1)c1ccc(=O)n(Cc2cccc(Cl)c2)c1 | 21 | 121 | 4 | 11 | -4 | 107 | 98 | 103
COC(=O)c1ccc(CSCc2ccc(C#N)cc2)cc1 | 2 | 95 | 3 | 17 | -9 | 100 | 105 | 104
COc1ccc(/C=N/NC(=O)CNc2n[nH]c(=O)[nH]c2=O)cc1OC | 3 | 100 | -2 | 4 | -6 | 86 | 93 | 89
COCC(=O)NC1CCN(CC(=O)Nc2ccccc2[N+](=O)[O-])CC1 | 15 | 130 | 2 | 12 | 7 | 87 | 98 | 95
COc1ccc(-c2cc3ccccc3s2)cc1[C@H]1[C@H]2C=CC[C@@H](C)[C@@H]2C(=O)N1Cc1ccccc1 | 28 | 96 | 8 | -2 | 4 | 129 | 100 | 97
Cc1ccc(/C=C2\SC(=S)N(CCCC(=O)Nc3cc(C)on3)C2=O)cc1 | -10 | 98 | 10 | 8 | -1 | 103 | 102 | 95
CC1CC(C)CN(C(=O)c2cc3c(s2)CCC3)C1 (stereo not drawn) | 2 | 98 | 6 | 4 | 5 | 104 | 96 | 105
COc1ccc(CSc2nnc(N)s2)cc1F | -4 | 97 | 6 | 7 | 6 | 102 | 92 | 97
O=C(O)CCN1C(=O)c2ccccc2C1=O | 1 | 103 | 3 | 6 | 33 | 88 | 98 | 95
CC(=O)Nc1ccc(NC(=O)COC(=O)Cn2cnc3ccccc32)cc1 | 0 | 96 | 9 | 0 | 7 | 102 | 99 | 116
CCCCCCC1CCC(C(=O)NC(CCSC)C(=O)NC(C(=O)OC)C(C)C)CC1 (stereo not drawn) | -2 | 97 | 2 | 18 | 11 | 98 | 99 | 105
COC(=O)c1sc(S(=O)(=O)N2CCN(c3ccccc3F)CC2)c(C(=O)OC)c1C | -1 | 97 | 2 | 2 | 4 | 101 | 100 | 101
CC(C)(C)c1cc(CN2CCC(O)CC2)cc(C(C)(C)C)c1O | -2 | 107 | -3 | 5 | -1 | 89 | 93 | 97
Cc1c(C(=O)N2CCc3ccccc3C2)oc2ccc(Br)cc12 | 4 | 98 | -1 | 0 | -2 | 106 | 101 | 100

From PubChem BioAssay
